PMI inhibitors – inhibitors of human PMI, primary screen, biochemical, fluorescence intensity, coupled assay (AID 1209). purified PMI enzyme, coupled fluorescence intensity; higher % means a stronger effect. one-dose inhibition, % at 20 µM; IC50 in µM for titrated hits. 190,000 tested, 0.42% active;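 note: plate controls were DMSO vehicle for no effect and wells lacking substrate for full effect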
b-catenin transl – modulators of beta-catenin nuclear translocation, primary screen, imaging, HeLa cells, immunofluorescence, high-content. nuclear translocation activity, % at 5 µM. 190,000 tested, 0.3% active;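 active = nuclear translocation activity above 50% at 5 µM, with a well cell count of 50 or more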;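 note: per-cell ratio of nuclear to cytoplasmic median beta-catenin stain intensity; plate controls were DMSO negative control for no effect and GSK-3 inhibitor IX positive control for full effect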
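Assay system: human HeLa cells, native beta-catenin; doses: 5 µM primary, 0.02–20 µM confirmation; incubation: compound treatment 24 h, 37°C, 5% CO2; technique: fluorescence imaging of beta-catenin antibody stain plus DAPI; measure: % activation, nuclear-to-cytoplasmic median beta-catenin signal ratio per cell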
WT yeast gro inh – growth inhibition of WT strain, primary screen, mitochondrial fusion inhibitor project, WT and mutant strains, chemical genetic; inhibition, % at 10 µM; 190,000 tested, 2.1% active; mitochondrial fusion phenotypic screen; AID 1362, 2008; in the data active = inhibition above about 58%; tested in S. cerevisiae
Autophagy HCS – autophagy modulators in MEF cells, primary screen, imaging, high-content, MEF GFP-LC3; MEF GFP-LC3 puncta imaging; test concentration mostly 10 µM; calls only at 10 µM (by protocol); 190,000 tested, 0.98% active;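 active = percentage of spot-positive cells more than 3 SD above its plate mean, without a fluorescence outlier flag or 80% toxicity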;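 note: spot-positive cell cutoff set from DMSO-treated cells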
Ins promoter up – insulin promoter activators in MIN6 cells, imaging, high-content screening, mouse beta cells. MIN6 insulin promoter-GFP reporter; active compounds read high. z-score at 5 µM. 190,000 tested, 0.3% active. AID 1625, 2009;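 active = z-score above 3 at 5 µM with at least 500 cells counted in the well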
MT stabilize HCS – microtubule stabilizers in HeLa cells, primary screen, imaging, high-content imaging; % tubulin-high responders, % at 10 µM; HeLa tubulin immunostaining HCS, 24 h; share of cells brighter than vehicle mean+2SD; 200,000 tested, 0.83% active;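 active = plate Z-score above 3 for both tubulin-high and condensed-nucleus cell shares, with cell loss under 80%, at 10 µM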;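 note: anti alpha tubulin signal scored within the nucleus-defined area of each cell; some results filed as inactive read as strong as hits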
Yfh1-depleted yeast – enhancers of respiration in Yfh1-depleted yeast, dose response, Friedreich's ataxia, plus single-dose screen (AID 1465). 220,000 tested, 0.074% active. S. cerevisiae Yfh1-off respiration, WST-1 reduction, 72 h; higher fold induction means a stronger effect. fold induction at 50 µM, or EC50 in µM where a hit was titrated;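 active = fold induction of absorbance versus untreated yeast above a set limit, then at least 30% activation at any dose in follow-up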;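 note: activators that raise dye reduction in frataxin-depleted yeast; strong numbers were not always called active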
human PMI inhibitors – human PMI inhibitors, high substrate, primary screen, biochemical, fluorescence intensity, high mannose 6-phosphate (AID 1220) | Mannose-6-phosphate isomerase (Homo sapiens) | recombinant PMI enzyme, coupled fluorescence intensity; higher % means a stronger effect | one-dose inhibition, % at 20 µM; IC50 in µM for titrated hits | 190,000 tested, 0.66% active
Dynein cargo inh – inhibitors of GR-EGFP nuclear translocation, primary screen, dynein cargo transport inhibitor project, imaging, high-content, 3617.4 mouse cells; test concentration mostly 20 µM; stimulated with dexamethasone, 1 µM; active compounds read low; z-score, hits read low; 220,000 tested, 0.47% active;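 active = plate z-score of nuclear minus cytoplasmic receptor signal below a set negative limit, without overly bright fluorescence or cell loss, cut at about -3.5 in these data, passing the limit was not always enough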;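 note: z-score of nuclear minus cytoplasmic ring GR-EGFP intensity difference per well; some compounds called inactive have numbers as strong as hits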
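Buffer or medium: tetracycline-free induction medium containing charcoal-stripped FBS / Reagent: dexamethasone agonist, 1.0 µM final, for 30 min / Technique: automated 10x imaging of fixed Hoechst-stained cells / Times: induction 48 h, compound 1 h, agonist 30 min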
WT yeast gro inh mutant strain – second read-out of WT yeast gro inh, no call of its own (marks repeat the call); inhibition, %; mitochondrial fusion phenotypic screen, mutant strain inhibition
Dynein cargo inh cytoplasmic EGFP – also measured in Dynein cargo inh; calls as there; z-score; measured here: cytoplasmic GR-EGFP intensity; active compounds read high
Dynein cargo inh nuclear GR-EGFP – second read-out of Dynein cargo inh, no call of its own (marks repeat the call); z-score; measured here: nuclear GR-EGFP intensity;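 lower value marks the stronger effect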
Dynein cargo inh cell count – also measured in Dynein cargo inh; calls as there; z-score; measured here: cell count per field
Ins promoter up cell count – recorded beside Ins promoter up, whose call it bears; cell count; measured here: cytotoxicity, nuclei count;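 total cells summed across four imaged fields per well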
b-catenin transl cell count 5 µM – further read-out of b-catenin transl, marked with its call; cell count; measured here: cell count, cytotoxicity flag
MT stabilize HCS Hoechst-high % – further read-out of MT stabilize HCS, marked with its call; % Hoechst-high responders; measured here: nuclear condensation Hoechst responders;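 share of cells brighter than vehicle mean plus two SD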
MT stabilize HCS cytotoxicity % – further read-out of MT stabilize HCS, marked with its call; toxicity, %; measured here: cytotoxicity by cell density;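 0% = mean cell density of plate MIN control wells and 100% = no cells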
Autophagy HCS cell loss 18 h – recorded beside Autophagy HCS, whose call it bears; toxicity, %; measured here: cell loss, nuclei count;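 cell loss after 18 h compound exposure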
Active calls of the source: *; i = inactive; · = no result given. Cut-off read from the data, not from the text of the source, unless noted: active = inhibition above about 50%; inactive = the rest.

SMILES	PMI inhibitors	b-catenin transl	b-catenin transl cell count 5 µM	WT yeast gro inh	WT yeast gro inh mutant strain	Autophagy HCS	Autophagy HCS cell loss 18 h	Ins promoter up	Ins promoter up cell count	MT stabilize HCS	MT stabilize HCS Hoechst-high %	MT stabilize HCS cytotoxicity %	Yfh1-depleted yeast	human PMI inhibitors	Dynein cargo inh	Dynein cargo inh cytoplasmic EGFP	Dynein cargo inh nuclear GR-EGFP	Dynein cargo inh cell count
Cc1ccc2nc(NC(=O)CSCC(=O)OCC(=O)c3ccc(Br)cc3)sc2c1	-9%	·	·	1	-1	i	9	·	·	2.4	1.2	5.8	·	-10%	-1	-0.35	-0.25	0.62
COc1cccc(-c2n[nH]c(=S)n2Cc2ccco2)c1	·	0.7	1314	·	·	·	·	-0.14	1115	·	·	·	i	·	-0.72	-0.19	0.39	-0.06
COc1ccc(OCC(=O)N/N=C(/C)Cc2ccccc2)cc1	4%	0.5	1054	-18	-15	i	-7	0.13	1460	1.5	2.4	6.0	i	0%	-0.58	0.15	-0.37	0.58
O=C(CN1CCN(c2ccccc2)CC1)Nc1scc2c1c(=O)oc1ccccc12	·	0.0	1412	·	·	·	·	-1	1425	·	·	·	i	·	-0.2	-0.29	-0.2	0.64
N=c1c2c3c(sc2ncn1CCN1CCOCC1)CCCC3	-6%	-2.1	901	-18	2	i	-2	-1.9	1027	4.9	3.2	3.0	i	0%	-0.96	-0.28	-1.1	0.21
O=C(Nc1ccc(Nc2ccncc2)cc1)c1ccc(Nc2ccnc3ccc([N+](=O)[O-])cc23)cc1	·	0.4	1275	·	·	·	·	0.42	639	·	·	·	i	·	-0.8	-0.24	-0.48	0.039
CCSc1nnc(NC(=O)[C@@H](NC(=O)c2ccccc2)C(C)C)s1	4%	0.3	1121	-9	4	i	7	-0.42	1277	1.9	1.7	3.9	i	-10%	-0.038	-0.24	0.34	-0.082
Cc1nc2ccc(NC(=O)c3cccc(S(=O)(=O)N(C)c4ccccc4)c3)cc2s1	27%	2.3	1065	24	-3	i	-9	0.31	1172	2.0	2.4	11	i	15%	0.27	-0.24	0.45	-0.49
O=C(N/N=C/c1ccco1)c1ccn[nH]1	3%	1.5	965	-9	-9	i	-1	-0.85	1603	2.2	1.5	4.3	i	8%	0.64	-0.3	0.33	-0.97
CCOC(=O)c1csc(N)n1	0%	1.5	1490	-11	-4	i	1	-0.66	1673	3.4	2.6	11	i	0%	-0.55	-0.27	-0.13	0.58
NC(=O)C1CCN(C(=S)NCc2ccc3c(c2)OCO3)CC1	-4%	-3.3	1117	-4	-10	i	0	-0.26	1542	2.8	2.2	10	i	-7%	-0.22	-0.33	0.46	-0.34
COc1ccc(OC)c(-n2c(=S)[nH]c3cc(C(=O)N4CCC(C(N)=O)CC4)ccc3c2=O)c1	2%	1.1	1175	2	17	i	14	0.13	1937	2.5	1.3	4.3	i	-3%	1.1	-0.21	1.3	-0.49

Overlap with the part before: two compounds, followed by the next part.
SMILES	PMI inhibitors	b-catenin transl	b-catenin transl cell count 5 µM	WT yeast gro inh	WT yeast gro inh mutant strain	Autophagy HCS	Autophagy HCS cell loss 18 h	Ins promoter up	Ins promoter up cell count	MT stabilize HCS	MT stabilize HCS Hoechst-high %	MT stabilize HCS cytotoxicity %	Yfh1-depleted yeast	human PMI inhibitors	Dynein cargo inh	Dynein cargo inh cytoplasmic EGFP	Dynein cargo inh nuclear GR-EGFP	Dynein cargo inh cell count
NC(=O)C1CCN(C(=S)NCc2ccc3c(c2)OCO3)CC1	-4%	-3.3	1117	-4	-10	i	0	-0.26	1542	2.8	2.2	10	i	-7%	-0.22	-0.33	0.46	-0.34
COc1ccc(OC)c(-n2c(=S)[nH]c3cc(C(=O)N4CCC(C(N)=O)CC4)ccc3c2=O)c1	2%	1.1	1175	2	17	i	14	0.13	1937	2.5	1.3	4.3	i	-3%	1.1	-0.21	1.3	-0.49
COC(=O)c1oc(-c2ccccc2)nc1C	8%	-1.7	1049	-16	0	i	-1	0.25	1173	2.4	1.8	20	i	5%	0.15	-0.35	-0.095	0.54
Cc1cc(C)nc(-n2nc(C)cc2NC(=O)c2ccc(S(=O)(=O)N3CCOCC3)cc2)n1	·	-4.7	1177	·	·	·	·	-0.54	1340	·	·	·	i	·	-0.6	-0.26	-0.33	0.73
CCCc1cc(C(=O)NCc2cccs2)no1	0%	0.9	1189	5	3	·	·	0.58	855	1.5	3.1	8.7	i	2%	-0.55	-0.28	-0.28	0.57
CC(NC(=O)C(=O)NCCC1=CCCCC1)c1ccccc1 (stereo unspecified)	18%	-0.4	1148	5	-7	i	16	0.06	1213	2.0	2.7	11	i	14%	-0.52	-0.12	-0.067	-0.47
N#C/C(=C(\O)C(F)(F)F)c1nnc2n1CCCCC2	-18%	-0.4	1139	22	13	i	1	0.57	1418	2.6	3.1	4.3	i	-5%	-0.059	-0.33	0.22	0.19
NC(=O)NC(CC(=O)NCCCc1ccccc1)c1ccc(Cl)cc1 (stereo unspecified)	·	0.6	1323	·	·	·	·	0.02	1261	·	·	·	i	·	-0.38	-0.27	-0.097	0.58
CC(C)(C)c1ccc(Cn2nc(CC(=O)O)c3ccccc3c2=O)cc1	-16%	0.4	1550	0	-2	i	-8	·	·	4.4	1.2	5.8	i	-2%	-0.75	-0.27	-0.14	0.077
CC(C)=CCN1CCN(Cc2cnc(-c3ccccc3)s2)CC1CCO (stereo unspecified)	1%	1.4	1069	6	15	i	-37	0.35	1384	2.4	2.0	0.5	i	-3%	-0.96	-0.27	-0.4	0.85
CCN(CC)S(=O)(=O)c1ccc2[nH]cc(C(=O)NCCc3ccc(OC)c(OC)c3)c(=O)c2c1	20%	-1.7	1132	9	-1	i	-4	-0.21	1917	1.8	1.4	5.2	i	17%	-0.59	-0.18	0.19	-1.3
COc1cccc2cc(C(=O)N(Cc3ccccc3)CC3CCCO3)c(=O)oc12 (stereo unspecified)	-6%	-2.3	1063	1	-1	i	2	0.55	1052	1.7	0.8	3.1	i	3%	-0.049	-0.26	-0.42	-0.32
CCOC(=O)c1nnc(-c2ccc(C)cc2)nc1Sc1cccc(Cl)c1	4%	-0.9	1114	-60	-46	i	-3	0.36	782	1.3	1.2	7.6	·	-1%	0.59	-0.24	0.18	-0.099
C=CCON1C(=O)c2ccccc2C1=O	4%	·	·	-9	-11	i	-3	·	·	1.3	1.1	3.5	i	0%	-0.92	0.46	-0.37	0.49
Cc1ccccc1NC(=O)Cn1c(CCC(=O)O)ccc1-c1cccs1	3%	-0.7	1169	-14	-17	i	-19	-0.08	1262	4.3	1.7	8.8	i	10%	-0.89	-0.37	-0.9	1.2
COc1ccc2c(c1)oc(=O)c1cc(OC)ccc12	7%	-0.7	1026	17	7	i	6	0.01	1409	4.7	2.6	0.6	i	7%	0.45	-0.11	0.44	-0.072
N#CC1=C(N)N=C(SCc2ccccc2)C(C(N)=O)C12CCCCC2 (stereo unspecified)	10%	-0.7	1000	0	-5	i	-4	0.71	1281	2.8	0.9	0.8	i	2%	-1.1	-0.07	-1.1	0.015
COc1cc(/C=N\NC(=O)c2sc(N)nc2C)cc(OC)c1OC	-9%	-1.0	1261	-9	5	i	17	1	1257	3.9	2.4	8.9	i	-12%	0.74	-0.22	0.73	0.63
CN1CCCC2(CCCN(Cc3nc(Cc4cccc(C(F)(F)F)c4)no3)C2)C1 (stereo unspecified)	-1%	5.2	914	15	4	i	27	0.16	1426	3.9	2.3	4.8	i	-3%	-1.1	-0.28	-0.34	0.37
CCC(OC(=O)c1cc2sccc2n1C)C(=O)NCc1ccco1 (stereo unspecified)	8%	·	·	75*	44*	i	-8	·	·	1.9	2.7	13	i	11%	-0.18	0.17	0.1	-0.037
COc1ccc(C2c3c(oc4ccccc4c3=O)C(=O)N2Cc2ccncc2)cc1 (stereo unspecified)	-19%	1.3	1341	-2	5	i	0	0.14	1384	1.8	1.1	4.3	i	2%	0.46	-0.19	-0.053	-0.11
O=C(COc1ccc(Cl)cc1)Nc1nnc(-c2ccc3c(c2)CCCC3)o1	-14%	0.7	1035	68	77	i	8	·	·	9.1	1.5	3.6	i	-19%	2.5	0.052	2	-1.8
O=C(CSc1nnc(-c2ccccn2)o1)Nc1ccccc1	-6%	0.2	1508	-3	9	i	-2	0.37	1450	3.1	2.5	3.8	i	-10%	-0.68	-0.33	-0.36	0.75
CCC(c1nnnn1C(C)(C)C)N1CCN(Cc2ccccc2OC)CC1 (stereo unspecified)	-2%	2.2	999	-1	-12	i	-12	0.95	1461	2.0	1.1	6.4	i	2%	-0.43	-0.34	-0.056	0.92
COCCN(Cc1nc(-c2ccc(C(F)(F)F)cc2)no1)C(C)C	-3%	-0.9	1601	7	7	i	10	-0.08	1673	1.5	1.3	8.6	i	2%	-0.21	-0.27	0.074	0.53
CS(=O)(=O)N(CC(=O)NC1CCCCCC1)Cc1ccccc1	14%	0.1	1100	18	16	i	-8	-0.1	1734	4.7	2.6	5.8	i	17%	0.3	-0.24	0.31	-0.86

Looked up above.
b-catenin transl with COc1cccc(-c2n[nH]c(=S)n2Cc2ccco2)c1 : 0.7
Ins promoter up cell count with CCC(c1nnnn1C(C)(C)C)N1CCN(Cc2ccccc2OC)CC1 (stereo unspecified) : 1461
WT yeast gro inh mutant strain with N#CC1=C(N)N=C(SCc2ccccc2)C(C(N)=O)C12CCCCC2 (stereo unspecified) : -5
